# Smad3 inh = Smad3/FoxH1 peptide binding inhibitors, primary screen, biochemical, TR-FRET | inhibition, % at 25 µM | hit rate 0.29% among 88,000 | TR-FRET Smad3/Dy647-FoxH1 peptide binding, europium anti-His | Mothers against decapentaplegic homolog 3 (Homo sapiens), P84022;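 active = compounds that reduce the energy-transfer binding signal between the protein and its labelled peptide by more than half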;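 also: 0% = Smad3 plus labelled peptide maximal FRET and 100% = peptide-only background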
# Target sequence (P84022 whole entry, looked up): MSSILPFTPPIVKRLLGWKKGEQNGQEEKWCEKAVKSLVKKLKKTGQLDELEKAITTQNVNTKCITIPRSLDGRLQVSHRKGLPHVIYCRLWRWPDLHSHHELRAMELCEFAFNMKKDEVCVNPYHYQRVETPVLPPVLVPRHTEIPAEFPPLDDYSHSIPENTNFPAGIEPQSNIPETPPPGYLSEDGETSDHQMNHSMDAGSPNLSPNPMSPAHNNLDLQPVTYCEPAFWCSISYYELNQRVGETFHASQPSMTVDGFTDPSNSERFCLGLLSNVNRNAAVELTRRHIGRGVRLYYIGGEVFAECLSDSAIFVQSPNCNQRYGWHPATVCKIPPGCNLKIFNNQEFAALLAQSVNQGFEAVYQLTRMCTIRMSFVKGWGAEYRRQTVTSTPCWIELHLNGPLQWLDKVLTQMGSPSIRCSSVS
# MT1-MMP txn act = MT1-MMP promoter reporter activation – cell-based, luciferase luminescence, primary screen; AID 750, 2007; hit rate 0.16% among 86,000; activation factor at 10 µM; HT1080 MT1-MMP promoter luciferase reporter, overnight; active compounds read high;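 active = activation factor of at least 2 for MT1-MMP transcription at 10 µM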
# Numbers without * were called inactive; · = not tested or not shown. These rows are one share of the data; the hit share may differ from the screen's.
SMILES,Smad3 inh,MT1-MMP txn act
Cn1c(=O)c2[nH]c(CS(=O)(=O)Cc3nc4c([nH]3)c(=O)n(C)c(=O)n4C)nc2n(C)c1=O,9,·
Cc1cnc2cc(Cl)ccc2c1SCC(=O)O,4,·
COc1ccc(Cc2ccccc2C(=O)O)c2ccccc12,-3,·
c1ccc2nc(CC[C@@H]3CCCCN3)ccc2c1,-5,·
CC(C)c1cc(CN(C)C)c(O)c(C(C)(C)C)c1,-5,·
Cc1ncc(CN=Cc2ccc(Cl)cc2)c(N)n1,-1,·
O=C(O)c1cc(-c2ccc3cc4c(cc3c2)OCO4)nc2ccccc12,27,·
N#C/C(=C\Nc1ccccn1)C(=O)c1ccco1,0,·
ClC(=Nc1cccc2ccccc12)N(c1ccccc1)c1ccccc1,3,·
O=C(O)CCc1nc2ccccc2[nH]1,-4,·
CC(=O)n1c(COS(C)(=O)=O)nc2ccccc21,12,·
C[C@H]1CC(C)(C)C[C@@](OCCN2CCCCC2)(c2ccccc2)C1,5,·
Cc1cc(=O)[nH]c2cc3oc4ccccc4c3cc12,-13,·
N=C(N)SCCSC(=N)N,68*,·
Oc1c(Cl)cc(C(c2cc(Cl)c(O)c(Cl)c2)C(c2cc(Cl)c(O)c(Cl)c2)c2cc(Cl)c(O)c(Cl)c2)cc1Cl,-7,·
CN1CCN(CN2C(=O)[C@H]3[C@H]4C=C[C@@H]([C@@H]3C2=O)[C@H]2[C@@H]3C(=O)N(CN5CCN(C)CC5)C(=O)[C@@H]3[C@@H]42)CC1,57*,·
C[C@H](OP(=O)(O)O)[C@H](N)C(=O)O,3,·
Cc1ccc(S(=O)(=O)Nc2cc(=O)[nH]c3c2CCC3)cc1,6,·
c1cncc(CSc2ncnc3nc[nH]c23)c1,4,·
OC[C@@H]1O[C@H](n2cnc3c(/C=C(\O)c4ccccc4)ncnc32)[C@H](O)[C@H]1O,2,·
CCN1CCCCC(=N/O)/C(=N\O)CCCC1,3,·
Oc1ccc(Cl)cc1C=Nc1cnc2ccccc2c1,5,·
NC(=S)N/N=C/c1c[nH]c2ccccc12,43,·
CN(C)c1ccc(C(c2ccc(N(C)C)cc2)c2ccc([N+](=O)[O-])cc2)cc1,22,·
CN1CCC[C@H](C(=O)OCC(=O)[C@]2(O)CC[C@@H]3[C@H]4CCC5=CC(=O)CC[C@@]5(C)[C@@H]4[C@@H](O)C[C@]32C)C1,3,·

# Of the compounds above, 5 have a COOH group.
SMILES,Smad3 inh,MT1-MMP txn act
Cc1cnc2cc(Cl)ccc2c1SCC(=O)O,4,·
COc1ccc(Cc2ccccc2C(=O)O)c2ccccc12,-3,·
O=C(O)c1cc(-c2ccc3cc4c(cc3c2)OCO4)nc2ccccc12,27,·
O=C(O)CCc1nc2ccccc2[nH]1,-4,·
C[C@H](OP(=O)(O)O)[C@H](N)C(=O)O,3,·

# The listing picks up, starting two compounds before the break.
SMILES,Smad3 inh,MT1-MMP txn act
CN(C)c1ccc(C(c2ccc(N(C)C)cc2)c2ccc([N+](=O)[O-])cc2)cc1,22,·
CN1CCC[C@H](C(=O)OCC(=O)[C@]2(O)CC[C@@H]3[C@H]4CCC5=CC(=O)CC[C@@]5(C)[C@@H]4[C@@H](O)C[C@]32C)C1,3,·
O=C(O)C[C@H](S)C(=O)O,4,·
CN(C)C[C@H]1CCC[C@@H](CN(C)C)C1=O,8,·
Cn1c(=O)c2[nH]c([C@@H]3CC(=O)C[C@H](c4nc5c([nH]4)c(=O)n(C)c(=O)n5C)N3)nc2n(C)c1=O,42,·
Nc1ncnc2c1ncn2[C@H]1O[C@@H](C(=O)OCCO)[C@H](O)[C@H]1O,17,·
CN(C)[C@H]1C(=O)C(C(=O)NCN2CCCC2)=C(O)[C@@]2(O)C(=O)C3=C(O)c4c(O)cccc4[C@](C)(O)[C@H]3C[C@H]12,5,·
O=C(O)c1nnsc1COCc1ccccc1,-5,·
CC(C)=CCNc1ncnc2nc[nH]c12,-2,·
O=[N+]([O-])c1ccc(S(=O)(=O)Cc2ccccc2)c([N+](=O)[O-])c1,4,·
O=S(=O)(c1ccccc1)N1CN2CN(C1)CN(S(=O)(=O)c1ccccc1)C2,4,·
COc1cc(C)cc(OC)c1/C=C/C(=O)O,9,·
OC[C@H]1O[C@@H](O)[C@H](N=Cc2ccc3c(c2)OCO3)[C@@H](O)[C@@H]1O,-19,·
c1ccc2c(c1)c1ccccc1n2Cn1c2ccccc2c2ccccc21,-18,·
O=C(O)C[C@H](NC(=O)CP(=O)(O)O)C(=O)O.[NH-][C@@H]1CCCC[C@H]1[NH-].[Pt],41,·
CCOC(=O)n1cc(-c2cnc(CNC(=O)C(C)(c3ccccc3)c3ccccc3)o2)c2ccccc21,·,1.4
Cc1cccc(-n2ncc3c(N(C)Cc4ccccc4)ncnc32)c1,·,1.3
O=C(CN1C(=O)c2ccccc2S1(=O)=O)NCCC1=CCCCC1,·,0.9
COC(=O)C1(Cc2ccccc2)C=C2C(=C(c3ccccc3)C(=O)C2C)CN1 (configuration not stated),·,1
O=C(c1ccccc1-c1nc(-c2ccccc2)no1)N1CCCC1,·,1.5
COC(=O)[C@@H]1C[C@@]2(O)[C@@H](O)[C@@H](O)[C@@H](O)C[C@H]2N1Cc1ccc(N2CCOCC2)cc1,·,1.1
COC(=O)C1=C(CCc2ccccc2)NC(=O)NC1c1ccc([N+](=O)[O-])cc1 (configuration not stated),·,1
Cc1cc(Oc2ccccc2)nc(-c2ccccc2)n1,·,1.2
CCCCCCN(C(=O)CCCCCN1C(=O)NC(c2ccc(Cl)cc2)C(C(=O)OCc2ccccc2)=C1C)C(C(=O)NCCCC)c1ccc(OCC(=O)OC)c(C(=O)OC)c1 (configuration not stated),·,1.1
COC(=O)[C@@H]1C[C@@]2(O)[C@H](O)[C@H](O)[C@H](O)C[C@H]2N1Cc1ccc(C(C)(C)C)cc1,·,1.1
CCOC(=O)C1=C(C)N(CCCCCC(=O)O)C(=O)NC1c1ccccc1OS(=O)(=O)c1ccccc1[N+](=O)[O-] (configuration not stated),·,1.3
CNC(=O)[C@@]1(C)C=C[C@@H](Cc2ccccc2)N1C(=O)OC,·,1
SMILES,Smad3 inh,MT1-MMP txn act
O=C(CSc1ccc2nnc(-c3ccc(F)cc3)n2n1)N1CCOCC1,·,1.1
CCCCNC(=O)C(c1ccc(OCC(=O)OC)c(C(=O)OC)c1)N(CCc1ccccn1)C(=O)CCCCCN1C(=O)NC(c2ccc(-c3ccccc3)cc2)C(C(=O)OCc2ccccc2)=C1C (configuration not stated),·,1
Cc1ccc(CCP(=O)(O)CN2CCCCC2)cn1,·,1
CC(=O)N1[C@H](C)C=C[C@]1(Cc1ccccc1)C(=O)NCc1ccccn1,·,1
CN1CCN(c2ncnc3c2sc2nc(N4CCCC4)c4c(c23)CC(C)(C)OC4)CC1,·,1.3
Cc1ccnc(NC(=O)COc2ccc3oc4c(c3c2)CCCC4)c1,·,1.3
COC(=O)c1ccc(C#CC(NP(=O)(c2ccccc2)c2ccccc2)c2ccccc2)cc1 (configuration not stated),·,1.2
O=P(O)(COc1ccccc1)COc1ccccc1,·,1.2
Oc1[nH]c2ccccc2c1C=Nc1ccc2c(c1)OCO2,·,1.4
CCC1=C(OC(=O)N(CC)CC)N2C(=O)OC(=NCCc3c[nH]c4ccccc34)[C@]2(Cc2ccccc2)[C@H]2C1=CC[C@H]1C(=O)N(CC)C(=O)[C@H]12,·,1.1
Cc1cc(C)nc(NC(=O)CSc2ccccn2)n1,·,1
Cc1cc(CNC(=O)[C@@H]2C[C@H]2[C@@H](NP(=O)(c2ccccc2)c2ccccc2)c2ccccc2)nn1C,·,1.3
CCC1=C(OC(=O)N(CC)CC)N2C(=O)OC(=NCCc3c[nH]c4ccccc34)[C@]2(Cc2ccccc2)[C@H]2C1=CC[C@H]1C(=O)NC(=O)[C@H]12,·,1.1
COC(=O)[C@@]1(Cc2ccc(OC)cc2)[C@H]2c3cc(C(=O)N(C)C)n(Cc4ccc(S(C)(=O)=O)cc4)c3C[C@H]2CN1C(=O)c1ccccc1,·,1.1
COC(=O)c1cc(/C=C/c2ccccc2)on1,·,1.1
COC(=O)[C@@H]1C[C@@H]2CC[C@@H](O)C[C@@H]2N1Cc1ccc(C(F)(F)F)cc1,·,1.1
CCOC(=O)C1=C(COc2ccccc2)NC(=O)NC1c1cccc([N+](=O)[O-])c1 (configuration not stated),·,1
CN(C)c1ccc(CNC(=O)C2(C)C=CCN2C(=O)c2ccccc2)cc1 (configuration not stated),·,1.1
CN1C[C@@H]2C(c3ccc(C(F)(F)F)cc3)C3(c4ccc(C#N)cc4)CC2(C3)[C@H]1c1ccccc1 (some centres not stated),·,1.3
Nc1nc2ccccc2n1CCOc1ccccc1Cl,·,1
CCOC(=O)C1=C(C)N(CCCC(=O)O)C(=O)NC1c1ccc([N+](=O)[O-])cc1 (configuration not stated),·,1
COCCn1c(C)cc(C(=O)CSc2nnc3scc(-c4ccc(Cl)cc4)n23)c1C,·,1.1
O=C(Nc1ccc2ccccc2c1)[C@@H]1C[C@H]1[C@@H](NP(=O)(c1ccccc1)c1ccccc1)c1ccccc1,·,1.2
CC(C)CCn1c(CN2CCN(c3cccc(Cl)c3)CC2)nc2c1c(=O)n(C)c(=O)n2C,·,1.1
O=C(Cn1c(=O)sc2ccccc21)NCCOc1ccccc1F,·,1.1

# For convenience, 5 of the compounds above:
SMILES,Smad3 inh,MT1-MMP txn act
O=C(CSc1ccc2nnc(-c3ccc(F)cc3)n2n1)N1CCOCC1,·,1.1
CCCCNC(=O)C(c1ccc(OCC(=O)OC)c(C(=O)OC)c1)N(CCc1ccccn1)C(=O)CCCCCN1C(=O)NC(c2ccc(-c3ccccc3)cc2)C(C(=O)OCc2ccccc2)=C1C (configuration not stated),·,1
Cc1ccc(CCP(=O)(O)CN2CCCCC2)cn1,·,1
CC(=O)N1[C@H](C)C=C[C@]1(Cc1ccccc1)C(=O)NCc1ccccn1,·,1
CN1CCN(c2ncnc3c2sc2nc(N4CCCC4)c4c(c23)CC(C)(C)OC4)CC1,·,1.3

# (further entries)
SMILES,Smad3 inh,MT1-MMP txn act
CN1C[C@@H]2C(c3ccc(Cl)nc3)C3(c4ccccc4)CC2(C3)[C@H]1c1ccccc1 (some centres not stated),·,1.1
COc1cc(CCC(=O)Nc2cc(Cl)ccc2N2CCN(C)CC2)cc(OC)c1OC,·,1.1
CNC(=O)[C@@]1(C)C=C[C@@H](Cc2ccccc2)N1C(C)=O,·,1
COc1ccc(CC(=O)Nc2oc(-c3ccccc3)c(-c3ccccc3)c2C#N)cc1OC,·,1.1
CC(=O)NC(C)c1nc2ccccc2n1Cc1ccccc1F (configuration not stated),·,1.1
CCCCCCn1c(N2CCN(c3ccccc3)CC2)nc2c1c(=O)[nH]c(=O)n2C,·,1
CC1=C(C(=O)OCC(Br)(Br)Br)C(c2ccc(Br)cc2)NC(=O)N1CCCC(=O)O (configuration not stated),·,1.2
CC1(C)C(=O)NCCN1C(=O)CSc1nccc(-c2ccc(Br)cc2)n1,·,1.1
CCCCNC(=O)C(c1ccc(OCC(=O)OC)c(C(=O)OC)c1)N(CCOC)C(=O)CCCCCN1C(=O)NC(c2ccc(-c3ccccc3)cc2)C(C(=O)OCc2ccccc2)=C1C (configuration not stated),·,1.1
COCCOC(=O)c1c(C)oc2ccc(NS(=O)(=O)c3ccc(F)cc3)cc12,·,1.1
CC1=C(C(=O)OCc2ccccc2)C(c2ccc(Cl)cc2Cl)NC(=O)N1CCCCCC(=O)O (configuration not stated),·,1.2
Cc1ccccc1-n1nc(C)c2cc(C(=O)NCc3cccnc3)sc21,·,0.9
CCC1=C(OC(=O)N(CC)CC)N2C(=O)OC(=NCc3ccccc3)[C@]2(C)[C@H]2C1=CC[C@H]1C(=O)N(c3ccccc3)C(=O)[C@H]12,·,1.1
CCC1=C(OC(=O)N(CC)CC)N2C(=O)OC(=NCC3CC3)[C@]2(Cc2ccccc2)[C@H]2C1=CC[C@H]1C(=O)N(CC(=O)OC)C(=O)[C@H]12,·,1.1
O=C(CSc1nc(-c2ccco2)cc(C(F)(F)F)n1)N1CCSCC1,·,1
CCOC(=O)Nc1ccc2c(c1)N(C(=O)CCN(C)C)c1ccccc1S2,·,0.9
COC(=O)c1ccc(C(NC(=O)OCc2ccccc2)/C(F)=C/[C@@H](C)C(=O)Nc2ccc(OC)cc2)cc1 (some centres not stated),·,1.2
CCCCCCN(C(=O)CCCCCN1C(=O)NC(c2ccc(C(F)(F)F)cc2)C(C(=O)OCc2ccccc2)=C1C)C(C(=O)NCCCC)c1ccc(OCC(=O)OC)c(C(=O)OC)c1 (configuration not stated),·,1
CCOC(=O)C1=C(C)N(C)C(=O)NC1c1cccc([N+](=O)[O-])c1 (configuration not stated),·,1.2
CCCC[C@@H]1C[C@H]1C(NC(=O)c1ccc(C(F)(F)F)cc1)c1ccc(C(=O)OC)cc1 (some centres not stated),·,1.2
Cc1nnc(Sc2nc3c(c(=O)[nH]c(=O)n3C)n2Cc2ccccc2Cl)s1,·,1
C[C@@H](C(=O)NCCc1c[nH]c2ccccc12)[C@H]1C[C@]1(C)[C@H](NC(=O)OCc1ccccc1)c1ccccc1,·,1.1
O=C(CC1SC(=NC2CCCCC2)NC1=O)Nc1ccccc1 (configuration not stated),·,1.2
CCOC(=O)C1CCN(C(=O)c2ccc(NC(=O)C3CCCO3)cc2)CC1 (configuration not stated),·,1.1
Cn1c(N)c(C(=O)COC(=O)c2cc(C3CC3)nc3ccccc23)c(=O)n(C)c1=O,·,1.1
COC(=O)[C@@]1(Cc2ccc(OC)cc2)[C@H]2c3cc(C(=O)N4CCCC4)n(CCF)c3C[C@H]2CN1C(=O)c1ccccc1,·,1
Cc1cc(Oc2ccc(-c3ccccc3)cc2)nc(N2CCOCC2)n1,·,1
CCCCCCN(C(=O)CCCCCN1C(=O)NC(c2ccccc2)C(C(=O)OCc2ccccc2)=C1C)C(C(=O)NCCCC)c1ccc(OCC(=O)OC)c(C(=O)OC)c1 (configuration not stated),·,1.1
NC(=O)C1(N2CCCCC2)CCN(C(=O)CSc2nc3ccccc3o2)CC1,·,1.1
Cc1ccc(C(CC(=O)c2ccco2)SCCO)cc1 (configuration not stated),·,1.4
